NS5 inhibitors: Dengue-2 NS5 methyltransferase inhibitors, primary screen, biochemical, confirmation dose response (AID 588689); inhibition, % at 25 µM; hits with a dose series show IC50 in µM; 340,000 compounds, 0.3% hits; Dengue-2 NS5 methyltransferase capping enzyme assay, biochemical; higher % means a stronger effect; in the data active = a potency from the dose series; inconclusive = inhibition above about 29% without an active follow-up result
MgcRacGAP inhibition: MgcRacGAP GTPase-activating activity inhibitors, confirmation, biochemical, ADP Hunter fluorescence; AID 624330; inhibition, % at 30 µM, or IC50 in µM where a hit was titrated; MgcRacGAP-stimulated Rac1 GTP hydrolysis, ADP Hunter fluorescence; higher % means a stronger effect; GST-tagged Rac1 F28L mutant substrate; 340,000 compounds, 0.6% hits;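 active = first-screen hits whose inhibition reached a set limit at any dose in the follow-up dose series; inconclusive = inhibition above the set first-screen limit but never retested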;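 also: fluorescence reports GDP produced by GAP-driven GTP hydrolysis; strong numbers were not always called active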
K1F lysis inhibition: inhibition of K1F phage lysis, E. coli UTI89, bacterial capsule biogenesis inhibitors, alamar blue (AID 488966). E. coli UTI89 K1F phage lysis, alamar blue, 2 h; higher % means a stronger effect. 340,000 compounds, 0.02% hits. inhibition, % at 100 µM; hits with a dose series show IC50 in µM;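 active = phage lysis inhibition, versus mean bacterial control, above a set limit; inconclusive = no clear call, values can overlap the other calls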;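 also: capsule biogenesis inhibitors block K1F phage lysis so surviving cells raise fluorescence; higher fluorescence means more inhibition of phage lysis; actives were called in the ten point dose series up to 300 µM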
NS5 inhibitors pilot replicate: further read-out of NS5 inhibitors, marked with its call; inhibition, %; measured here: pilot screen replicate inhibition
* hit, by the source's call; i = inactive; ? = inconclusive; [ ] = another dose, or the depositor's remark.

SMILES	NS5 inhibitors	MgcRacGAP inhibition	K1F lysis inhibition	others
CN(CC(=O)Nc1ccc(F)c(F)c1F)C(=O)Cc1ccc(S(=O)(=O)N2CCOCC2)s1	-3%	4%	3.5%
O=C(NNC(=O)c1cccc2ccccc12)c1ccc(F)cc1	9%	1%	0.2%
COc1ccc(-c2nnc3ccc(SCC(=O)N4CCN(c5ccccc5)CC4)nn23)cc1	-3%	13%	-0.1%
CN(C(=O)c1cccc(NC(=O)Cc2cccc(NC(=O)C3CCN(C(=O)C4CCCC4)CC3)c2)c1)C1CCC1	3%	10%	0.0%
O=C(c1cc(-c2cccnc2)nc2ccccc12)N1CCN(S(=O)(=O)c2ccc(Cl)s2)CC1	-9%	8%	-0.2%[50 µM]
COc1cc(CCC(N)c2cccc(O)c2)cc(OC)c1OC (stereo unspecified)	14%	9%	0.8%
COc1ccc(C(=O)Cn2c(C(C)=O)nc3ccccc32)cc1	-5%	-5%	3.4%
CCCn1cnc2c(SCc3ccccc3Cl)nc(N)nc21	1%	6%	-1.8%
O=C1c2ccccc2C(=O)N1CCCN1C(=O)c2ccccc2C1=O	6%	-13%	2.5%
CN1OC[C@@H]2CN(Cc3ccccc3)[C@H](c3cccc(Oc4ccccc4)c3)C[C@@H]21	5%	5%	0.0%
COc1cc2c(cc1OC)C(C(N)=O)NCC2 (stereo unspecified)	1%	-1%	2.9%
CC[C@H]1C(=O)[C@@H](Cc2ccccc2)[C@@H]2CCN3C(=O)CCC[C@H]1[C@H]23	-6%	1%	0.1%
Nc1c(Br)cc2c([nH]c(=O)c3ccccc32)c1Br	11%	14%	-3.6%
CC(CCN1CCC(CN2C(=S)NCC2Cc2ccccc2)CC1)c1ccccc1 (stereo unspecified)	-7%	13%	0.1%	NS5 inhibitors pilot replicate=2.8
COCCN(C(=O)COC(=O)CCCc1c[nH]c2ccccc12)c1c(N)n(Cc2ccccc2)c(=O)[nH]c1=O	-3%	1%	0.8%[50 µM]
C=CC[C@@H](CC(=O)N[C@H](CO)Cc1ccccc1)C(=O)N[C@H](COC(=O)[C@H](CC=C)CC(=O)OC(C)(C)C)Cc1c[nH]c2ccccc12	2%	7%	-7.0%
O=C(O)c1cc2cc(S(=O)(=O)O)ccc2cc1O	0%	6%	-0.1%
Cc1ccc(NC(=O)CN(C)C(=O)C2CCC2)cc1	3%	-3%	0.5%[50 µM]
COc1ccc(Cn2c(C)nc3c(c2=O)c2nc4ccccc4nc2n3Cc2ccco2)cc1	-6%	18%	0.3%
COc1ccc(COCC(O)CN2CCN(S(=O)(=O)c3c(F)cccc3F)CC2)cc1OC (stereo unspecified)	1%	7%	0.3%[50 µM]
CC(C)C[C@@H](CN)NC(=O)c1nc[nH]c1C(=O)N[C@@H](C)C(=O)CNC[C@H](CC(C)C)NC(=O)c1nc[nH]c1C(=O)N[C@@H](Cc1ccccc1)C(=O)O	5%	3%	0.3%	NS5 inhibitors pilot replicate=-0.6
COc1ccc(/C=C2\C(=O)NC(=O)c3ccccc32)cc1OC	25%	50%	-0.6%
O=S(=O)(/N=S1\CC=CCN1S(=O)(=O)c1ccccc1)c1ccccc1 (stereo unspecified)	-42%	105µM*	-0.1%
CCOC(=O)C(Cc1cc(N)c(Oc2ccc(OC)cc2)c(N)c1)NC(C)=O (stereo unspecified)	-10%	-11%	3.2%
O=C1c2cc([N+](=O)[O-])ccc2-c2cc(Cl)c(NC(=O)C(F)(F)F)cc21	-9%	0%	-0.8%

In the list so far, two contain an aryl thioether with sulfur outside any ring.
SMILES	NS5 inhibitors	MgcRacGAP inhibition	K1F lysis inhibition	others
COc1ccc(-c2nnc3ccc(SCC(=O)N4CCN(c5ccccc5)CC4)nn23)cc1	-3%	13%	-0.1%
CCCn1cnc2c(SCc3ccccc3Cl)nc(N)nc21	1%	6%	-1.8%

The listing picks up; the 6 compounds before the break are reprinted first.
SMILES	NS5 inhibitors	MgcRacGAP inhibition	K1F lysis inhibition	others
COc1ccc(COCC(O)CN2CCN(S(=O)(=O)c3c(F)cccc3F)CC2)cc1OC (stereo unspecified)	1%	7%	0.3%[50 µM]
CC(C)C[C@@H](CN)NC(=O)c1nc[nH]c1C(=O)N[C@@H](C)C(=O)CNC[C@H](CC(C)C)NC(=O)c1nc[nH]c1C(=O)N[C@@H](Cc1ccccc1)C(=O)O	5%	3%	0.3%	NS5 inhibitors pilot replicate=-0.6
COc1ccc(/C=C2\C(=O)NC(=O)c3ccccc32)cc1OC	25%	50%	-0.6%
O=S(=O)(/N=S1\CC=CCN1S(=O)(=O)c1ccccc1)c1ccccc1 (stereo unspecified)	-42%	105µM*	-0.1%
CCOC(=O)C(Cc1cc(N)c(Oc2ccc(OC)cc2)c(N)c1)NC(C)=O (stereo unspecified)	-10%	-11%	3.2%
O=C1c2cc([N+](=O)[O-])ccc2-c2cc(Cl)c(NC(=O)C(F)(F)F)cc21	-9%	0%	-0.8%
CCN(CC(=O)Nc1c(F)cccc1F)C(=O)c1ccc(S(=O)(=O)N(CC)c2ccccc2)cc1	-4%	5%	0.0%[50 µM]
O=C(Cc1cccc(NC(=O)C2CCCN(C(=O)C3CCCCC3)C2)c1)Nc1ccc(C(=O)N2CCCCC2)cc1 (stereo unspecified)	-3%	8%	0.2%
CC(C)(C)OC(=O)N1CCCC(C(=O)Nc2cccc(C(=O)NCc3ccccc3)c2)C1 (stereo unspecified)	-4%	5%	-0.3%	NS5 inhibitors pilot replicate=1.5
ON=C1c2ccccc2-c2cc(Br)ccc21	4%	3%	1.2%
CCN(c1ccccc1)c1nc(Cl)nc2c1cnn2C	10%	2%	0.2%
CC(C)(C)S(=O)(=O)N1C[C@@H]2C(=CC[C@H]3C(=O)N(c4ccccc4)C(=O)[C@@H]23)[C@@H]1CCO	5%	4%	0.1%	NS5 inhibitors pilot replicate=-1.8
COc1ccc(OCc2nnc(SC(C)C(=O)Nc3ccc(N4CCOCC4)cc3)n2C)cc1 (stereo unspecified)	-3%	6%	0.8%[50 µM]
CN(C)c1ncnc2c1ncn2C1CCCO1 (stereo unspecified)	6%	-3%	2.1%
CCOC(=O)N1CCC(NS(=O)(=O)c2cc3c(cc2Br)CCN3C(=O)CC)CC1	-5%	1%	1.4%
CCOC(=O)C1=C(N)n2c(s/c(=C\c3cccnc3)c2=O)=C(C#N)C1c1cccnc1 (stereo unspecified)	-1%	10%	-0.2%
COc1ccc(CCN(C)C(=O)c2cccc(S(=O)(=O)N3CCN(c4ccc(F)cc4)CC3)c2)cc1OC	4%	3%	0.7%[50 µM]
Cn1ncc2c(NCCO)nc(Cl)nc21	3%	6%	-0.1%
CC(C)CC1C(=O)N(Cc2cn(CC3CCCCC3)nn2)CCS(=O)(=O)N1Cc1ccc(-c2cccc(C#N)c2)cc1 (stereo unspecified)	-4%	2%	0.1%	NS5 inhibitors pilot replicate=-2.4
Cc1cc(-c2ccccc2)cc(C)n1	4%	8%	-0.8%
Nc1ccn(C2CCCCO2)c(=O)n1 (stereo unspecified)	5%	4%	1.6%
Oc1ccccc1C=NNC(=S)Nc1ccc(F)cc1	-2%	4%	-2.7%
CCCCn1cnc2c(SCc3ccc([N+](=O)[O-])cc3)nc(N)nc21	7%	14%	-3.6%
Nc1cc2c(cc1Br)-c1c(C(=O)O)cccc1C2O (stereo unspecified)	-2%	5%	1.1%
O=c1ccncn1C1OC(CO)C(O)C1O (stereo unspecified)	-1%	3%	-0.2%
CC(=O)OCC(=O)C1CCC2C3CCC4=CC(=O)C=CC4(C)C3CCC12C (stereo unspecified)	-3%	-3%	1.4%
CC1CCCN(C(=O)Cn2c(=O)oc3cc(S(=O)(=O)N4CCCCC4C)ccc32)C1 (stereo unspecified)	2%	17%	0.9%
O=C(OCCOCCOC(=O)Oc1ccccc1)Oc1ccccc1	-1%	-3%	i
CCc1ccc(Cn2ncc3c(C(=O)O)cc(C)nc32)cc1	1%	5%	2.1%
CC12C=CC(=O)C=C1CCC1C2CCC2(C)C(C(=O)CO)CCC12 (stereo unspecified)	8%	3%	1.0%
O=C(Nc1ccc(F)c(Cl)c1)c1ccccc1NC(=O)C1CCCCC1C(=O)O (stereo unspecified)	-8%	7%	-1.0%

Next compounds:
SMILES	NS5 inhibitors	MgcRacGAP inhibition	K1F lysis inhibition	others
O=C1OCCN1N1CCOC1=O	2%	0%	-0.3%
CCCN(C(=O)COC(=O)CNS(=O)(=O)c1ccc(NC(C)=O)cc1)C1CCS(=O)(=O)C1 (stereo unspecified)	-1%	1%	0.3%
COc1ccc(C2C3=C(COC3=O)Oc3cc4c(cc32)OCO4)cc1OC (stereo unspecified)	2%	4%	-0.3%
O=C(C=Cc1cccs1)c1cccs1	-14%	0%	0.2%
CC(C)C[C@H]1CNC(=S)N1CC1CCCN1C[C@H](CC(C)C)N1C[C@H](Cc2ccccc2)N(CC2CCCCCC2)C1=S (stereo partly specified)	-6%	6%	0.2%
COc1cccc(/C=C/C(=O)OCC(=O)Nc2nnc(-c3ccccc3)o2)c1OC	4%	8%	-1.2%[50 µM]
O=C1C(=C(I)I)c2ccccc2-c2ccccc21	29µM*	20µM*	10%
CN(C(=O)c1cccc(NC(=O)Cc2ccc(NC(=O)C3CCCN(C(=O)C4CCCCC4)C3)cc2)c1)C1CCCC1 (stereo unspecified)	-5%	4%	0.2%
CC(C)CN(C(=O)COC(=O)c1cc2ccccc2cc1O)c1c(N)n(Cc2ccccc2)c(=O)[nH]c1=O	-5%	7%	0.3%[50 µM]
CCOc1ccc(OCC(=O)Nc2cccc(S(=O)(=O)NC3=NCCC3)c2)cc1	-1%	3%	-0.8%
O=C(C=Cc1ccco1)c1ccc2ccccc2c1	2%	9%	0.6%
c1ccc(C(=C2CCCO2)c2ccccc2)cc1	-6%	-6%	2.3%
CN(Cc1ccc(Cl)cc1Cl)C(=O)c1cccc(S(=O)(=O)NCc2ccccc2)c1	-10%	7%	-0.6%[50 µM]
CCCCNC(=O)COC(=O)c1c2c(nc3ccccc13)/C(=C\c1cccs1)CC2	0%	2%	-2.7%
Cc1ccc2nc(SCC(=O)N3CCCc4ccccc43)nc(=O)n2c1	-4%	10%	-0.9%
COc1ccccc1C(CNC(=O)CCNS(=O)(=O)c1ccc(Br)cc1)N1CCCC1 (stereo unspecified)	5%	14%	2.7%[50 µM]
CC(C)OC(=O)C1OC1(C)c1ccccc1 (stereo unspecified)	2%	2%	-0.5%
CCCC(=O)NC1=C(Cl)C(=O)c2ccccc2C1=O	15µM*	25%	-10%
CCC1(C2=CCCCC2)C(=O)NC(=O)N=C1N (stereo unspecified)	1%	9%	0.8%
CCOC(=O)C1(C(=O)OCC)CCN(S(=O)(=O)c2ccccc2)CC1	-7%	0%	-0.4%
CCN(CC)CCC=C(c1cccs1)c1cccs1	-4%	21%	1.8%
CCN(C(=O)COC(=O)/C=C/c1ccc2c(c1)OCO2)c1c(N)n(Cc2ccccc2)c(=O)[nH]c1=O	1%	8%	0.8%[50 µM]
CN(Cc1ccccc1)C(=O)c1ccc(NC(=O)Cc2ccc(NC(=O)C3CCN(C(=O)C4CCC4)CC3)cc2)cc1	-2%	12%	0.3%	NS5 inhibitors pilot replicate=5.5
O=C(CNC(=O)c1ccccc1)Sc1ccccc1	-38%	3%	-3.1%
Cc1c(/C(O)=C2\C(=O)C(=O)N(CCCN(C)C)C2c2cccs2)cnn1-c1ccccc1 (stereo unspecified)	1%	0%	0.1%

The last two entries of the section above come first, to join the parts.
SMILES	NS5 inhibitors	MgcRacGAP inhibition	K1F lysis inhibition	others
O=C(CNC(=O)c1ccccc1)Sc1ccccc1	-38%	3%	-3.1%
Cc1c(/C(O)=C2\C(=O)C(=O)N(CCCN(C)C)C2c2cccs2)cnn1-c1ccccc1 (stereo unspecified)	1%	0%	0.1%
CCOC(=O)/C(=C\c1ccccc1)C(=O)CCN1CCOCC1	0%	5%	-4.7%
Cc1noc(NS(=O)(=O)c2ccc(NC(=O)c3cc(S(=O)(=O)Nc4ccc(F)cc4)ccc3Cl)cc2)c1C	-7%	-4%	0.2%[50 µM]
Cn1cnc([N+](=O)[O-])c1Sc1nc(N)nc2c1ncn2Cc1ccccc1	-2%	3%	?
O=[N+]([O-])c1ccc(COc2cccc(CN3CCCCC3)c2)cc1	-6%	7%	-0.3%	NS5 inhibitors pilot replicate=1.2
CCc1ccc(OCC(=O)NNC(=O)c2ccc(-n3cncn3)c([N+](=O)[O-])c2)cc1	-2%	6%	0.6%[50 µM]
CCN1C[C@@H]2[C@@H]3C(=O)N(C)C(=O)[C@@H]3[C@](Cc3ccccc3)(C1=O)N2C(=O)c1ccc(C(C)(C)C)cc1	-3%	6%	-0.4%
O=c1[nH][nH]c(=O)c(Cl)c1Cl	6%	-13%	3.8%
CCCn1cnc2c(SCc3ccccc3F)nc(N)nc21	5%	-2%	1.2%
Nc1ccc2c(c1)Cc1c(F)cccc1-2	0%	20%	1.7%
O=C(CSc1ncn[nH]1)N1N=C2/C(=C\c3ccco3)CCCC2C1c1ccco1 (stereo unspecified)	-8%	-1%	-0.6%
O=C1C(=O)C(c2ccccc2)C(=O)C1c1ccccc1 (stereo unspecified)	16%	7%	-2.4%
COC(=O)c1c(C)cccc1C1CN=NC12Cc1ccccc1C2=O (stereo unspecified)	-6%	-1%	2.7%
C=C(C1=CCN(S(=O)C(C)(C)C)[C@H]1CCO)c1ccccc1 (stereo partly specified)	-9%	7%	0.3%	NS5 inhibitors pilot replicate=-1.5

High-throughput results (PubChem)

A portion of the library; count on the stated rates, not on these rows.
